PDI turbidity = blocks human protein disulfide isomerase activity; inhibition, % at 10 µM; AID 588391; PDI insulin aggregation turbidity, A650, 90 min; P07237; actives 0.052% (n = 350,000);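 active = mean inhibition across replicates of 30% or more, whatever share of single replicates reach that level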;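 also: absorbance from insulin aggregation driven by PDI reduction with DTT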
Target sequence (P07237 whole entry, looked up): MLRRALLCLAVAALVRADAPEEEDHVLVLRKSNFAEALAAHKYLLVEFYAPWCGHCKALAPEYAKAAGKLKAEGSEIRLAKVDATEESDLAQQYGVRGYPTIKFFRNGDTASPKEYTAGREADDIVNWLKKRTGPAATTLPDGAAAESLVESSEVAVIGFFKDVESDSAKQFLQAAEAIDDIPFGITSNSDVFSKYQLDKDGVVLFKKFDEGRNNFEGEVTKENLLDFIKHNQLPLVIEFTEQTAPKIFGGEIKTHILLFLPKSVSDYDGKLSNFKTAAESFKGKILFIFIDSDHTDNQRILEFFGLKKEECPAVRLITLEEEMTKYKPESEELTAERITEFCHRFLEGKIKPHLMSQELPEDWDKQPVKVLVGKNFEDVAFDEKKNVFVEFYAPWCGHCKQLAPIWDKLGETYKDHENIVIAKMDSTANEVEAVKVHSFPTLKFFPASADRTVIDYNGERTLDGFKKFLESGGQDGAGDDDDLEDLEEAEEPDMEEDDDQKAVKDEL
CF NFkB inh = inhibitors of cystic fibrosis induced NF-kB | inhibition, % at 5 µM | AID 588850 | KKLEB NF-kB-GFP reporter, PAF-induced, GFP fluorescence overnight | actives 0.86% (n = 360,000);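 active = at least 50% inhibition at 5 µM, scaled per plate between neutral and stimulator controls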;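 also: PAF is a Pseudomonas aeruginosa culture filtrate used as stimulus; plate controls were PAF-stimulated DMSO wells for no effect and unstimulated DMSO wells for full effect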
KKLEB cytotox = counter-screen for CF NF-kB inhibitors: cytotoxicity; KKLEB CF airway cells viability, ATPlite luminescence, overnight; hits give low values; cells stimulated with P. aeruginosa culture filtrate; activity change (cytotoxicity), % at 5 µM; actives 0.36% (n = 360,000);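 active = corrected activity change at or below -50% at 5 µM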
NR2E3 ag-1 = agonists of human nuclear receptor NR2E3 | Q9Y5X4 | GST-NR2E3/biotin-RetCOR TR-FRET, 1536-well | inhibition of corepressor binding, % at 4.78 µM | actives 0.12% (n = 320,000) | AID 2300;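 active = percent inhibition above the cutoff of mean plus 3 SD of all tested compounds, set per screening campaign, cut at about 20% in these data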;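 also: 0% = DMSO wells and 100% = biotin wells as full block of FRET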
Target sequence (Q9Y5X4 whole entry, looked up): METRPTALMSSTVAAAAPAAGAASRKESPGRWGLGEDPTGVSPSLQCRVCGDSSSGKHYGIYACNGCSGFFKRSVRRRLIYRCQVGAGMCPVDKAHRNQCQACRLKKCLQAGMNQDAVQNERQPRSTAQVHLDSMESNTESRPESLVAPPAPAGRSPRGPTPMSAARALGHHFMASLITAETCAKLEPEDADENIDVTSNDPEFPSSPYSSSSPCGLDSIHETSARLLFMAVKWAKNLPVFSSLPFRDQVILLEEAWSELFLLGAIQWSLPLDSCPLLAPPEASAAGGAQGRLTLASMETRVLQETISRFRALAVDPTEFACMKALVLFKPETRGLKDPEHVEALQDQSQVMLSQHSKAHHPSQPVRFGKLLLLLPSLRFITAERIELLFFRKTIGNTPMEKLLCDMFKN
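System: GST-tagged NR2E3 plus biotinylated RetCOR corepressor; Amount: 1.35 nM GST-tagged NR2E3 final; Dosing: single nominal compound dose of 4.8 µM; Schedule: 5 h incubation at 4 °C; Technique: TR-FRET with europium anti-GST and streptavidin-D2, 340 nm excitation; Controls: biotin wells as high control, 0.6% DMSO wells as low control.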
TRPM1 prom inh = MITF TRPM1 promoter inhibition in SK-MEL-5 cells; inhibition, % at 12.5 µM; actives 0.83% (n = 330,000); AID 488899; SK-MEL-5 TRPM1 promoter luciferase, 24 h;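 active = mean inhibition across replicates of 60% or more, whatever share of single replicates reaches that level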; also: values of inactives mirror those of a sister screen read the other way
CaV13 ICDI inh = Primary screen for inhibitors of IQ motif and Ca2+-dependent inactivation inhibitor domain binding in CACNA1D, Förster resonance energy transfer in living cells, …; actives 0.098% (n = 340,000); HEK cells, CFP/YFP FRET ICDI-IQ, plate reader, 10 min; percent FRET-ratio fall versus neutral wells; inhibition, % at 12.3 µM; AID 743397;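 active = mean replicate inhibition of at least 30% and at least 1% of replicates passing that level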;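 also: 0% = median of the neutral control wells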
NR2E3 ag-2 = human photoreceptor-specific nuclear receptor agonism | Q9Y5X4 | CHO-S Gal4-NCOR/VP16-NR2E3 two-hybrid, luciferase | inhibition of corepressor binding, % at 3.98 µM | actives 0.35% (n = 360,000) | AID 602229;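 active = inhibition above the mean of all tested compounds plus 3 SD, cut at about 70% in these data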;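 also: 0% = DMSO with NR2E3 transfected cells and 100% = cells lacking NR2E3 construct; higher means lower luciferase signal from less NR2E3 corepressor binding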
Shn3 3UTR inh = Schnurri-3 reporter inhibition in Clone20 osteoblasts; Clone20 osteoblast Shn3 3'UTR firefly luciferase, 24 h; inhibition, % at 12.5 µM; actives 0.52% (n = 360,000); AID 588674;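 active = mean inhibition of at least 75% with every replicate also reaching 75%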;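 also: 0% = median of neutral control wells and 100% = pilot-screen positive control compound; some compounds past the cut are filed as inactive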
HIF-2a inh = HIF-2a inhibition; 786-0 RCC cells HIF-2a reporter, luciferase luminescence, overnight; AID 624352; actives 0.72% (n = 360,000); inhibition, % at 18.8 µM;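 active = inhibition of the luminescence signal of 40% or more relative to plate controls, in a single-dose primary screen at 18.75 µM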
Vif imaging = blocks HIV Vif function | HEK293T cells, Vif self-association by quenched fluorescence, imaging, 24 h | inhibition, % at 7.49 µM | actives 0.35% (n = 340,000) | AID 602346; in the data active = inhibition above about 50%, passing the limit was not always enough; also: some results filed as inactive read as strong as hits
Peg3 promoter = Peg3 promoter activity inhibition | HeLa PEG-Prom luciferase reporter, luminescence, overnight | inhibition, % at 20 µM | actives 1.7% (n = 360,000);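 active = inhibition of at least 50% at 20 µM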
Starred values were filed as active, the others as inactive; · = not tested or not shown.

Values run as follows: PDI turbidity	CF NFkB inh	KKLEB cytotox	NR2E3 ag-1	TRPM1 prom inh	CaV13 ICDI inh	NR2E3 ag-2	Shn3 3UTR inh	HIF-2a inh	Vif imaging	Peg3 promoter
1. COc1ccc(CCNc2cc(N3CCN(C(=O)c4ccccc4F)CC3)ccc2[N+](=O)[O-])cc1OC
  -3	6	-1	2	83*	·	13	88*	-9	-19	45
2. CCc1ccc(N(C(C)=O)c2nc(CCl)cs2)cc1
  -2	-9	-8	2	3	-2	-22	-7	-48	-1	-8
3. CCC(CO)Oc1cc(NC(=O)c2ccc([N+](=O)[O-])cc2)c2ncn(C(C)C)c2c1 (stereo not drawn)
  2	-12	-10	·	2	-11	-6	-3	9	9	8
4. COc1ccc(OC)c(NC(=S)NC(=O)c2ccc(Br)o2)c1
  1	12	-12	-13	-3	·	3	19	-44	-10	9
5. CN(Cc1cccc(F)c1)C(=O)CSc1nnc(C2CC2)n1C1CC1
  -3	-20	6	·	-4	-5	32	-1	6	·	10
6. O=C(N/N=C/c1cccnc1)c1sc2ccccc2c1Cl
  23	-13	10	2	-7	-6	-24	-19	-68	-3	-23
7. COCc1c(C(=O)Nc2ccc(C)c(S(=O)(=O)N3CCOCC3)c2)oc2ccccc12
  -1	7	14	·	·	-5	-26	7	-115	-1	-31
8. CC(=O)Nc1nnc(Cc2ccccc2)s1
  2	7	7	2	-2	-5	-3	-7	-4	-3	-3
9. CCOC(=O)c1ccc(S(=O)(=O)Nc2ccccc2-c2nnn(CC)n2)cc1
  -3	-7	7	·	-2	-10	18	38	-3	-9	30
10. N=C1C(c2nc3ccccc3s2)=C(O)CN1CCCO
  -2	-19	8	0	-7	·	-23	-15	-29	0	-8
11. CC(C)n1nnnc1SCC(=O)N1CCN(C(=O)c2ccco2)CC1
  5	-16	-2	-1	4	-5	-25	7	5	10	-2
12. CCCCN1C(=O)N(c2nnc(C(C)(C)C)s2)C(O)C1c1ccc(C)cc1 (stereo not drawn)
  1	-3	2	-1	-9	-3	13	-41	-46	-7	-4
13. Cc1nnc(SCCn2c(N3CCN(C)CC3)nc3c2c(=O)n(C)c(=O)n3C)s1
  0	19	-2	1	-1	-3	19	-6	2	7	4
14. Cc1cc(NC(=O)/C(C#N)=C/c2ccc(-c3cccc(C(F)(F)F)c3)o2)n(-c2ccccc2)n1
  5	41	-40	3	3	-3	3	-1	-2	-12	-18
15. Cc1cn([C@H]2C[C@H](O)[C@@H](/C=C/C(=O)NCCN3CCCCC3)O2)c(=O)[nH]c1=O
  ·	-2	-7	·	·	-5	-23	5	15	-7	8
16. C=C(CN(C)C)C(=O)c1ccc(C)cc1C
  5	7	-2	·	109*	-14	21	97*	90*	-10	99*
17. O=C1/C(=C/c2ccc(O)c(O)c2)Oc2cc(O)ccc21
  ·	-23	-1	-6	-80	·	-71	-18	-246	41	-143
18. CC(C)NC(=O)Cn1cc(S(=O)(=O)N2CCCC2)c(S(=O)(=O)N2CCCC2)c1
  -3	5	3	4	-3	-2	14	-18	-1	5	5
19. Cc1cc(NC(=O)c2ccc(Cl)cc2)c(C)cc1O
  -11	-4	8	0	-17	1	-22	-29	-94	2	-91
20. CN(C(=O)c1cnccn1)c1c(N)n(Cc2ccccc2)c(=O)[nH]c1=O
  2	10	-12	-2	-3	-14	-8	-8	4	10	-1
21. CCCS(=O)(=O)N1CCC(C(=O)NCc2ccco2)CC1
  10	-2	-3	2	-1	-6	-23	2	8	6	8
22. CCCCCNC(=O)CCn1c(=O)oc2ccccc21
  0	-9	-1	3	-12	-9	-4	7	8	10	17
23. COc1ccc(S(=O)(=O)NNC(=S)NCCc2ccccc2)c(OC)c1
  6	-8	-2	-4	0	·	-23	-30	12	-7	22
24. Cc1ccccc1Cc1c(C)nc2c(C(=O)N3CCN(Cc4ccc5c(c4)OCO5)CC3)cnn2c1C
  -3	5	-12	2	8	-7	15	6	9	-1	16
25. CC1CCCCC12NC(=O)N(CC(=O)c1ccc[nH]1)C2=O (stereo not drawn)
  -4	0	7	-3	7	-1	-10	3	13	·	28
26. COC(=O)c1ccc(CNC(=O)CN2C(=O)NC(Cc3ccccc3)(c3ccccc3)C2=O)cc1 (stereo not drawn)
  2	2	-20	·	·	-5	22	14	15	·	19
27. O=C(/C=C/c1ccccc1)NC(=S)N1CCSCC1
  -3	-10	-6	-1	-6	1	-22	9	12	0	2
28. O=c1[nH]c(Cc2ccc(F)cc2)nc2scc(-c3ccc(F)cc3)c12
  1	-51	7	-2	-3	-2	-44	-2	-74	-4	-43
29. Cc1cccc(-c2nnc3n2N=C(c2ccccc2Br)CS3)c1
  -5	6	-8	-1	-4	·	-26	7	20	·	16
30. CCOC(=O)c1[nH]c2ccc(OC)cc2c1NC(=S)N1CCN(c2ccccc2)CC1
  4	-6	1	0	-3	-18	-24	-23	-3	-2	-16

Overlap with the part before: 3 compounds, followed by the next part.
Values run as follows: PDI turbidity	CF NFkB inh	KKLEB cytotox	NR2E3 ag-1	TRPM1 prom inh	CaV13 ICDI inh	NR2E3 ag-2	Shn3 3UTR inh	HIF-2a inh	Vif imaging	Peg3 promoter
28. O=c1[nH]c(Cc2ccc(F)cc2)nc2scc(-c3ccc(F)cc3)c12
  1	-51	7	-2	-3	-2	-44	-2	-74	-4	-43
29. Cc1cccc(-c2nnc3n2N=C(c2ccccc2Br)CS3)c1
  -5	6	-8	-1	-4	·	-26	7	20	·	16
30. CCOC(=O)c1[nH]c2ccc(OC)cc2c1NC(=S)N1CCN(c2ccccc2)CC1
  4	-6	1	0	-3	-18	-24	-23	-3	-2	-16
31. CCCC(=O)Nc1nc2ccc(S(=O)(=O)N3CCCCC3)cc2s1
  0	6	-20	-3	13	-5	-7	21	7	-8	35
32. CC(=O)NC(Cc1ccc(F)c(F)c1)C(=O)NC1CCN(C(=O)c2ccc(Cl)cc2)CC1 (stereo not drawn)
  -15	-4	5	-4	4	-4	17	-11	4	-10	3
33. CC(=O)N1CCOc2cc(S(=O)(=O)NC(C)c3ccccc3)c(Cl)cc21 (stereo not drawn)
  ·	9	-8	6	·	-11	13	2	1	6	6
34. O=C(Cn1cnc2c(oc3ccccc32)c1=O)NCc1ccco1
  6	-2	-1	2	-3	-5	-18	-2	-71	5	-31
35. CC1CCN(C(=O)CSC2=NS(=O)(=O)c3cc(F)ccc3N2)CC1
  -4	-25	28	-1	-4	-6	-18	2	10	0	-8
36. O=C(COc1ccccc1Cl)Nc1cc(Cl)ccc1O
  -10	6	2	·	6	-4	-28	-63	-52	-2	-71
37. CCOC(=O)Cn1c(=NC(=O)c2cc(-c3cccs3)nc3ccccc23)sc2cc(S(N)(=O)=O)ccc21
  -19	23	-31	2	-8	-5	-13	20	35	3	44
38. Cc1ccc2cc(C3CC(c4ccco4)=NN3C(=O)CCCC(=O)O)c(Cl)nc2c1 (stereo not drawn)
  3	-2	8	-3	7	14	-39	·	8	19	1
39. CC(OC(=O)c1cccc(-n2cnnn2)c1)C(=O)N(C)c1ccccc1 (stereo not drawn)
  3	16	-9	0	1	·	21	-5	20	-4	10
40. Cc1cc(OCc2nn[nH]n2)c2c(-c3ccccc3)cc(=O)oc2c1
  -2	-13	4	-2	-7	-4	-27	-13	-1	-3	3
41. O=C(O)CCCC(=O)NNC(=O)c1cccc(Br)c1
  1	0	-3	3	13	5	-11	-16	7	-19	7
42. Cc1ccc(NC(=O)CN2CCCCC2)c2c1CC(C)(C)O2
  2	-2	13	4	-8	8	6	-24	-1	1	15
43. COc1cc(/C=N/NC(=O)CC(=O)NC2CCCCC2)ccc1O
  10	-2	7	5	9	-4	19	24	5	-4	-1
44. Cc1ccc(N/N=C(\C#N)C(=N)N2CCCCCC2)cc1
  3	4	-2	0	-19	1	-112	-22	-115	·	-173
45. CCOC(=O)CCNC(=O)c1ccc2nc(C3CCCCC3)oc2c1
  -2	3	-3	3	-5	-5	-71	2	-55	-1	-22
46. O=C(COC(=O)CN1C(=O)c2ccccc2C1=O)NC1CCCC1
  19	2	4	-5	2	-5	-33	-7	4	2	7
47. Cc1nnc(SCC(=O)NCC2CCCCC2)n(N)c1=O
  2	5	3	1	10	-6	10	16	13	11	0
48. Cc1ccc(OCCC(=O)OCC(=O)NC(=O)NCc2ccccc2)cc1
  -4	26	-15	0	-3	-6	-18	-2	15	-11	1
49. Cc1cc(NC(=O)COC(=O)c2ccco2)no1
  12	0	6	5	4	6	-9	15	13	6	1
50. NC(N)=NS(=O)(=O)c1ccc(N)cc1
  -5	-7	-26	-5	10	-5	-9	-44	2	-1	-3
51. O=C1CC(NS(=O)(=O)c2ccc([N+](=O)[O-])cc2)CN1c1cccc(F)c1 (stereo not drawn)
  4	-2	-12	-2	5	-7	-7	-6	-4	·	2
52. CCCNC(=O)Nc1cccc(NC(C)=O)c1
  -4	-13	0	4	13	-5	14	15	14	7	4

Gathered by group, the compounds so far with a COOH group (two)
Values run as follows: PDI turbidity	CF NFkB inh	KKLEB cytotox	NR2E3 ag-1	TRPM1 prom inh	CaV13 ICDI inh	NR2E3 ag-2	Shn3 3UTR inh	HIF-2a inh	Vif imaging	Peg3 promoter
38. Cc1ccc2cc(C3CC(c4ccco4)=NN3C(=O)CCCC(=O)O)c(Cl)nc2c1 (stereo not drawn)
  3	-2	8	-3	7	14	-39	·	8	19	1
41. O=C(O)CCCC(=O)NNC(=O)c1cccc(Br)c1
  1	0	-3	3	13	5	-11	-16	7	-19	7
